High-throughput results as filed in PubChem BioAssay.
Mdm2-MdmX inh – inhibitors of human Mdm2-MdmX association, primary screen, cell-based, luminescence, split luciferase, SaOS-2, uHTS | inhibition, % at 8 µM | SaOS-2 split-luciferase Mdm2/MdmX complementation | AID 485346, 2010 | actives 3% (n = 330,000);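 active means inhibition of at least 50% at 8 µM in the primary screen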
CCR6 antag – CCR6 receptor antagonists, primary screen, cell-based, CHO-K1, luminescence, beta-arrestin, uHTS; C-C chemokine receptor type 6 (Homo sapiens), P51684; CHO-K1 CCR6 PathHunter beta-arrestin, CCL20-stimulated; inhibition, % at 20 µM; actives 0.49% (n = 340,000); AID 493098, 2011;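 active means compounds whose inhibition of the agonist-driven luminescence signal at 20 µM reaches about 50%, limit read from the data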;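 further: cells stimulated with CCL20 at 14 nM final; plate controls were DMSO with CCL20 for no effect and DMSO without agonist for full effect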
Target sequence (P51684 whole entry, looked up): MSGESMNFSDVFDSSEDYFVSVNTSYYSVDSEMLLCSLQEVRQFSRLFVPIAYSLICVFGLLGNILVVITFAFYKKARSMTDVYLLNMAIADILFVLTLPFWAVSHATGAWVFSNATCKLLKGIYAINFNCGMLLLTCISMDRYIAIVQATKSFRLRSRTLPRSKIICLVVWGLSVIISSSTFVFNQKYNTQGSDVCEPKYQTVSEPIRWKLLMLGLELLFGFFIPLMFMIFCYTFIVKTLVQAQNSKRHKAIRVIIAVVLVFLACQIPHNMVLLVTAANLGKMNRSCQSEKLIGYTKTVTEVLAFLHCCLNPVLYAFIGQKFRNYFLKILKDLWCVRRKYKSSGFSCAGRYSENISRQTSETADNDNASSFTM
EBI2 antag – EBI2 receptor antagonists, beta-arrestin recruitment, primary screen, cell-based, luminescence, 7a,25-OHC stimulation, uHTS. AID 651636, 2012. actives 0.81% (n = 360,000). inhibition, % at 5 µM. 7a,25-OHC stimulated. G-protein coupled receptor 183 (Homo sapiens), P32249; in the data active means inhibition above about 38%;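 further: enzyme fragment complementation signal reports receptor beta-arrestin coupling in cells; 0% = agonist plus DMSO wells and 100% = wells without agonist; some results beyond the cut were filed as inactive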
Target sequence (P32249 whole entry, looked up, the tested form may be a part): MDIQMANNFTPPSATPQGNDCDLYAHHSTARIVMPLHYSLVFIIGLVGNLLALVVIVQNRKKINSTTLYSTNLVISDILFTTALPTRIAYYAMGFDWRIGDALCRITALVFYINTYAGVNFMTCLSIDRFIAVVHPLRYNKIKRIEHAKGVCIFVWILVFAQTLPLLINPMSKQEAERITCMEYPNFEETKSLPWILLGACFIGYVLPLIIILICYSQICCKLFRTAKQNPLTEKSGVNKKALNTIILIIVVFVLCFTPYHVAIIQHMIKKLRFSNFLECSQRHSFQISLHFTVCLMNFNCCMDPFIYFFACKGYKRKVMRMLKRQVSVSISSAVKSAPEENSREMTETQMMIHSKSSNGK
CXCR6 inh – CXCR6 receptor inhibitors, primary screen, cell-based, beta-arrestin, luminescence, CHO-K1 PathHunter, 1536-well; actives 0.36% (n = 360,000); C-X-C chemokine receptor type 6 (Homo sapiens), O00574; inhibition, % at 20 µM; in the data active means inhibition above about 34%, passing the limit was not always enough;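 further: antagonist mode with CXCL16 agonist at 10 nM final; 0% = 10 nM CXCL16 with DMSO and 100% = unstimulated wells without agonist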
Target sequence (O00574 whole entry, looked up): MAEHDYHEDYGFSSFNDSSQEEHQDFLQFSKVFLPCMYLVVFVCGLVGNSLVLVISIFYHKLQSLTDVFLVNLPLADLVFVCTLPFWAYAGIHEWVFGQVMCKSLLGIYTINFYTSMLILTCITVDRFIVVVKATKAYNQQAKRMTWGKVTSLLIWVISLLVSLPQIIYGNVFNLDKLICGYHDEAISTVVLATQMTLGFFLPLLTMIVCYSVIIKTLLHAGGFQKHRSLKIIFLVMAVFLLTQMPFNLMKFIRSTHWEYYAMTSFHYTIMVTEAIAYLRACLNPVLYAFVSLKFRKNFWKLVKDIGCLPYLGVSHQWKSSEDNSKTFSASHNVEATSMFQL
Gli-Sufu block – Gli-Sufu pathway antagonists, primary screen, luciferase luminescence, Sufu-KO-LIGHT cells, uHTS. Sufu-KO-LIGHT fibroblasts, Gli luciferase reporter luminescence. inhibition, % at 5 µM. actives 0.74% (n = 340,000);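 active means inhibition above about 55%, limit read from the data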;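 further: 0% = DMSO-treated cells and 100% = wells with medium but no cells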
697 NFkB inh – inhibitors of PMA/ionomycin-induced NF-kB reporter, 697 cells, primary screen, B-cell NF-kB inhibitor project, cell-based, luminescence, uHTS; actives 0.33% (n = 330,000); AID 435022, 2010; 697 B-cell NF-kB luciferase reporter, 16 h; inhibition, % at 4 µM; in the data active means inhibition above about 35%
Jurkat NFkB inh – inhibitors of induced NF-kB luciferase reporter, primary screen, TCR NF-kB activation inhibitor project, cell-based, luminescence, uHTS. inhibition, % at 4 µM. actives 0.53% (n = 330,000). Jurkat, PMA/ionomycin-induced NF-kB luciferase reporter; in the data active means inhibition above about 50%
CHOP UPR activ – activators of apoptotic CHOP UPR arm, primary screen, cell-based, CHO-CHOP luciferase reporter, luminescence, uHTS | UPR activation; percent of tunicamycin response over DMSO baseline | activation, % at 10 µM | actives 0.34% (n = 330,000);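 active means at 10 µM dose, activation of 40% or more, normalized to positive control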;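 further: 100% = tunicamycin at 10 µg/mL and 0% = DMSO alone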
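Material: CHO-CHOP cells, stable luciferase reporter of PERK-eIF2a-CHOP signalling; quantity: 500 reporter cells seeded per well; buffer or medium: F12 medium containing 10% fetal bovine serum; compound: one dose, 10 µM in 0.5% DMSO; incubation: 6 h compound treatment, 37 °C; measured by: Steady-Glo luciferase luminescence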
XBP1 UPR activ – activators of adaptive XBP1 UPR arm, primary screen, cell-based, CHO-XBP1 luciferase reporter, luminescence, uHTS; activation, % at 20 µM; actives 0.33% (n = 330,000); IRE1-XBP1 UPR activation; percent of tunicamycin response, DMSO as zero;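 active means versus positive control, 20 µM dose yields 30% or more activation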;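 further: 100% = tunicamycin at 10 µg/mL and 0% = DMSO only wells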
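Assay system: CHO-XBP1 luciferase reporter cells; Schedule: 6 h treatment, 37 °C; Detection: glow luminescence from Steady-Glo reagent; Benchmarks: high control tunicamycin 10 µg/mL final, low control DMSO vehicle only.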
* marks the source's active call; other numbers are inactive results; / = not tested or not shown.

#	Compound	Mdm2-MdmX inh	CCR6 antag	EBI2 antag	CXCR6 inh	Gli-Sufu block	697 NFkB inh	Jurkat NFkB inh	CHOP UPR activ	XBP1 UPR activ
1	Cc1ccc(CNC(=O)CCCCCNc2nc(=S)[nH]c3ccccc23)cc1	15	/	/	/	/	19	6	2.4	-1
2	Nc1c(Cl)cc(Cl)cc1C(=O)OCC(=O)N1CCCC1=O	6	-9	-4	-6	13	11	1	-0.5	0
3	CCn1c(=O)c2cc(C(=O)NCCN3CCOCC3)sc2c2ccccc21	34	7	7	2	14	22	-14	1.2	10
4	c1ccc(-c2cc3c(N4CCOCC4)ncnc3s2)cc1	26	0	18	6	27	19	22	1.3	3
5	Cc1ccccc1C(OCC(O)CN1CCC(C(N)=O)CC1)c1ccccc1 (stereo unspecified)	-21	18	-4	-1	25	5	-10	1.4	3
6	COc1ccccc1NS(=O)(=O)c1cc(NC(=O)c2ccc3ccccc3n2)ccc1Cl	20	15	5	6	4	15	2	-2.2	-4
7	C#CCn1c(=NC(=O)c2ccc(S(=O)(=O)N3CCc4ccccc4C3)cc2)sc2cc(S(N)(=O)=O)ccc21	86*	-12	-2	7	0	-26	6	82*	58*
8	COc1ccc(CC(=O)NNc2ncnc3c2cnn3-c2ccccc2)cc1	-7	13	-15	4	0	28	-5	-0.1	0
9	O=C(COC(=O)C(Cc1ccccc1)NC(=O)c1ccccc1)c1ccccc1 (stereo unspecified)	-13	-2	-5	6	2	-12	-5	4.5	2
10	NC(=O)C1CCN(c2ncnc3c(-c4ccccc4)nsc23)CC1	-122	2	-4	-4	-48	35	-55	5.3	2
11	Nc1c(C(=O)Nc2ccccc2)c2nc3ccccc3nc2n1CCCN1CCOCC1	67*	-5	20	-4	3	13	5	4.0	1
12	O=S(=O)(NC1CCCCC1)c1cccc2nsnc12	18	6	11	0	-1	21	18	0.3	-2
13	CCCCC(O)(CCCC)C(=O)NN(C(=O)OCC)c1ccccc1	7	10	5	8	6	-12	31	-2.3	3
14	COc1ccc(/C=N/NC(=S)Nc2ccccc2)cc1COc1ccccc1F	32	/	/	/	/	-8	10	2.5	-2
15	CCN(CC)S(=O)(=O)N1CCC(C(=O)NCc2ccc(C)cc2)CC1	14	13	42	-2	-6	-18	-8	1.7	0
16	COc1ccc(CC(=O)N/N=C/c2ccc(-c3ccc(F)cc3)o2)cc1OC	5	-6	-11	-8	-7	-4	0	1.7	-1
17	Cc1ccc2nc(SCC(=O)NCc3ccco3)[nH]c2c1	-6	9	-7	1	7	6	0	-1.4	0
18	C/C(=N\NC(=O)c1cccnc1)c1cccc([N+](=O)[O-])c1	-6	4	4	0	-6	10	2	-1.0	-2
19	COc1ccc(CN(C)C(C)C(=O)Nc2ccc(S(=O)(=O)N3CCOCC3)cc2)c(OC)c1 (stereo unspecified)	13	7	0	-5	-2	-17	1	1.0	-2
20	CCN(CC)CCCNC(=O)c1ccc(Cl)c(S(=O)(=O)Nc2ccccc2OC)c1	16	17	4	12	4	9	-9	-0.4	-1
21	COc1cccc(C(=O)Nc2nnc(-c3ccccc3)s2)c1	/	15	7	-2	-62	/	/	/	/
22	Cc1cccc(NC(=O)c2nc[nH]c2C(=O)N[C@@H](C)c2ccccc2)c1	35	2	-33	23	2	2	-1	0.0	-2
23	CC(NC(=O)Cc1ccc(S(=O)(=O)N2CCOCC2)s1)c1ccc(Cl)c(Cl)c1 (stereo unspecified)	9	8	7	-8	-6	7	14	5.9	0
24	O=C(Nc1nc(-c2ccncc2)cs1)C1c2ccccc2Oc2ccccc21	-6	-22	15	-13	11	-58	21	2.3	-2
25	CC1CC(C)CN(C(=O)c2cc3cc(Br)cc(Br)c3o2)C1 (stereo unspecified)	-88	18	9	7	-26	-17	-33	4.9	4
26	COC(=O)CCC(=O)c1oc2ccccc2c1NC(=O)CCCN1C(=O)c2ccccc2C1=O	12	15	-5	-4	23	2	-17	-2.5	-4
27	CCC(ONc1ccccc1C(F)(F)F)(C(=O)NN(C)C)c1ccccc1 (stereo unspecified)	-8	-6	-20	-8	3	-4	-2	-1.5	21
28	Nc1ccc(S(=O)(=O)N2CCc3ccccc32)cc1	-5	-10	9	-3	-10	4	4	-0.4	-3
29	CCOC(=O)c1nn(-c2ccccc2F)c(-c2ccccc2)c1C(=O)c1ccccc1	8	5	17	3	26	-3	-9	-1.3	-1
30	Cc1ccc(OCC(=O)N/N=C2\CCOc3c(C)cccc32)cc1	4	-3	16	-9	-1	15	4	2.0	1

3 entries from above, with each value named.
(17) Cc1ccc2nc(SCC(=O)NCc3ccco3)[nH]c2c1
- Mdm2-MdmX inh = -6
- CCR6 antag = 9
- EBI2 antag = -7
- CXCR6 inh = 1
- Gli-Sufu block = 7
- 697 NFkB inh = 6
- Jurkat NFkB inh = 0
- CHOP UPR activ = -1.4
- XBP1 UPR activ = 0
(6) COc1ccccc1NS(=O)(=O)c1cc(NC(=O)c2ccc3ccccc3n2)ccc1Cl
- Mdm2-MdmX inh = 20
- CCR6 antag = 15
- EBI2 antag = 5
- CXCR6 inh = 6
- Gli-Sufu block = 4
- 697 NFkB inh = 15
- Jurkat NFkB inh = 2
- CHOP UPR activ = -2.2
- XBP1 UPR activ = -4
(24) O=C(Nc1nc(-c2ccncc2)cs1)C1c2ccccc2Oc2ccccc21
- Mdm2-MdmX inh = -6
- CCR6 antag = -22
- EBI2 antag = 15
- CXCR6 inh = -13
- Gli-Sufu block = 11
- 697 NFkB inh = -58
- Jurkat NFkB inh = 21
- CHOP UPR activ = 2.3
- XBP1 UPR activ = -2

Copied from the list:
XBP1 UPR activ with CCCCC(O)(CCCC)C(=O)NN(C(=O)OCC)c1ccccc1 reads 3
697 NFkB inh with COc1ccc(CC(=O)N/N=C/c2ccc(-c3ccc(F)cc3)o2)cc1OC reads -4
Jurkat NFkB inh with Cc1ccc(CNC(=O)CCCCCNc2nc(=S)[nH]c3ccccc23)cc1 reads 6
CHOP UPR activ with CC1CC(C)CN(C(=O)c2cc3cc(Br)cc(Br)c3o2)C1 (stereo unspecified) reads 4.9

Continued.
#	Compound	Mdm2-MdmX inh	CCR6 antag	EBI2 antag	CXCR6 inh	Gli-Sufu block	697 NFkB inh	Jurkat NFkB inh	CHOP UPR activ	XBP1 UPR activ
31	O=C(CSc1nnc(-c2ccccc2)o1)N1CCOCC1	-3	-6	2	2	-46	-19	-23	3.2	2
32	CCc1cc2ccc(C)c(C)c2nc1SCC(=O)NNC(=O)c1ccco1	21	16	-3	-2	-28	1	-1	2.6	-3
33	CCOc1ccc(S(=O)(=O)Nc2nc3ccccc3nc2Cl)cc1	-33	-3	1	-8	-6	11	-3	0.7	-1
34	Cc1cc(C)c(OCC(=O)NCC(C)(C)N2CCOCC2)c(C)c1	4	-11	3	-6	19	3	9	0.3	3
35	Cc1ccc(-c2ocnc2C(=O)Nc2ccccc2C(=O)N2CCCC2)cc1	-7	16	0	-4	2	1	25	0.2	-2
36	C[C@H]1[C@H](c2ccccc2)C[C@@H](C(=O)O)C1(C)C	13	0	11	-1	-2	12	6	-1.6	-2
37	CCNC(=S)NNC(=O)c1cc(-c2ccccc2C)nc2ccccc12	-7	13	3	6	2	11	7	-1.8	-2
38	CCCCCCCCN1[C@@H](CC(=O)O)c2cc(F)ccc2S1(=O)=O	21	4	-6	-2	0	17	6	1.3	2
39	O=C(NC(=Nc1ccccc1)N1CCOCC1)Nc1ccccc1	12	-3	-4	3	-20	15	2	-1.6	-2
40	O=C(CNCc1ccc(Cl)cc1)Nc1cccc(C(=O)O)c1	/	6	1	4	-7	/	/	/	/
41	Cc1cc(C)nc(NC(N)=NC(C)c2ccccc2)n1 (stereo unspecified)	10	9	/	/	32	-4	39	0.3	-2
42	Cc1ccc(N(CCC(=O)NC(C)(C)C)S(=O)(=O)c2ccc(C)cc2)cc1	-24	-8	-2	1	-1	11	2	0.3	-1
43	O=C(CNC(=O)c1ccccc1)OCc1ccc([N+](=O)[O-])cc1	12	-6	-6	-3	-4	-19	-19	-2.6	-2
44	CC(C)NC(=NCc1ccc(Cl)cc1Cl)Nc1ccccc1	39	0	3	-3	-5	-6	-10	-0.1	-1
45	C/C(=N\NC(=O)CN(c1ccccc1Br)S(C)(=O)=O)c1ccc2c(c1)OCCO2	23	1	0	-7	9	-7	1	0.3	1
46	Cc1ccc(CSc2n[nH]c(N)n2)cc1	14	7	-8	-10	-48	-27	-20	0.8	1
47	Cc1ccc(/C=N/NC(=O)C(=O)N/N=C/c2ccc(C)o2)o1	-18	11	8	2	-12	19	-2	2.3	-2
48	COc1ccc(CCNC(=O)CSC2=NS(=O)(=O)c3cc(Cl)ccc3N2)cc1OC	16	5	-13	4	-10	-33	2	1.6	-1
49	CCCC(c1nnnn1Cc1ccco1)N1CCN(C(=O)c2ccco2)CC1 (stereo unspecified)	7	7	-1	2	-2	23	6	-0.3	-2
50	CCOC(=O)c1nnn(-c2nonc2-n2cccc2)c1CN1CCC(C(=O)OCC)CC1	-2	6	-13	16	12	16	-1	-0.1	-1
51	O=C(NCCCN1CCCCC1)C1CCC(CNS(=O)(=O)c2cccc3nsnc23)CC1 (stereo unspecified)	13	10	-4	-5	-2	-23	-6	1.6	-2
52	Cc1ccc2nc3c(nc2c1C)CCCC3	-10	-2	-2	-18	6	-2	-4	3.1	-1
53	O=c1c2ccccc2c2ccccc2c(=O)n1Cc1cccnc1	-18	3	-3	4	59*	8	-2	-0.8	0
54	COc1ccc(C2Nc3ccccc3C(=O)N2NS(C)(=O)=O)cc1 (stereo unspecified)	-1	9	2	-1	-20	14	-1	0.3	1
55	Cc1ccc(OCCC(=O)Nc2cc(S(=O)(=O)N3CCOCC3)ccc2N2CCCC2)cc1	/	15	-2	8	-3	/	/	/	/
56	CCOc1ncccc1C(=O)Nc1cccc(-c2nc3cccnc3s2)c1	20	8	11	4	-12	7	5	4.0	2

Two entries from above, reformatted.
[49] CCCC(c1nnnn1Cc1ccco1)N1CCN(C(=O)c2ccco2)CC1 (stereo unspecified)
  Mdm2-MdmX inh = 7
  CCR6 antag = 7
  EBI2 antag = -1
  CXCR6 inh = 2
  Gli-Sufu block = -2
  697 NFkB inh = 23
  Jurkat NFkB inh = 6
  CHOP UPR activ = -0.3
  XBP1 UPR activ = -2

[50] CCOC(=O)c1nnn(-c2nonc2-n2cccc2)c1CN1CCC(C(=O)OCC)CC1
  Mdm2-MdmX inh = -2
  CCR6 antag = 6
  EBI2 antag = -13
  CXCR6 inh = 16
  Gli-Sufu block = 12
  697 NFkB inh = 16
  Jurkat NFkB inh = -1
  CHOP UPR activ = -0.1
  XBP1 UPR activ = -1

Not a hit list (roughly 5% active in at least one column).
